Compound activity from PubChem BioAssay.
All columns: NCI-60 one-dose screen, growth in % after 48 h at 10 µM unless noted; 100 = growth as untreated, 0 = no growth, -100 = all killed.
A498: A498 renal cancer cells; 76,000 tested, 5.4% active
SN12C: SN12C renal cancer cells. 81,000 tested, 3.8% active. AID 1794767
CAKI-1: CAKI-1 renal cancer; 75,000 tested, 4.7% active
RXF 393: RXF 393 renal cancer cells; 77,000 tested, 6.9% active; AID 1794773
ACHN: ACHN renal cancer. 81,000 tested, 4.9% active
DU-145: DU-145 prostate cancer; 81,000 tested, 4.2% active; AID 1794760
UO-31: UO-31 renal cancer; 81,000 tested, 5.2% active
786-0: 786-0 renal cancer cells; 81,000 tested, 5.1% active
TK-10: TK-10 renal cancer cells; 81,000 tested, 3.9% active
Active calls of the source: *; & = joins results of further samples; [ ] = dose if it differs, or a comment. How the source made its calls: active means growth percent below 10; inactive means the rest.

For Clc1cc(Cl)cc(N2N=C(c3ccc4c(c3)OCO4)CC2c2cccc(Nc3ccnc4cc(Cl)ccc34)c2)c1 (stereo not given) the results were A498 106, SN12C 103, RXF 393 111, ACHN 104, DU-145 104, UO-31 89, 786-0 94 and TK-10 100.
Screening CC(N)C(Cc1ccccc1)c1ccc(Cl)cc1 (stereo not given) returned SN12C 91, CAKI-1 79, ACHN 97, DU-145 110, UO-31 65, 786-0 81 and TK-10 89.
For COc1cc(C(=O)NNC(C)C)cc(OC)c1OC the results were A498 113, SN12C 107, RXF 393 122, ACHN 101, DU-145 112, UO-31 89, 786-0 98 and TK-10 94.
For CS(=O)(=O)Nc1ccc(C(=O)NC(C(=O)NO)c2ccc(-c3ccccc3)cc2)cc1 (stereo not given) the results were A498 97, SN12C 104, CAKI-1 98, RXF 393 113, ACHN 99, DU-145 104, UO-31 92, 786-0 96 and TK-10 101.
CC(C)C[C@H]1C=C[C@H](CC(C)C)N(Cc2ccccc2)S(=O)(=O)N1Cc1ccccc1 was read as A498 112[7.5 µM], SN12C 89[7.5 µM], CAKI-1 94[7.5 µM], RXF 393 103[7.5 µM], ACHN 91[7.5 µM], DU-145 105[7.5 µM], UO-31 100[7.5 µM], 786-0 85[7.5 µM] and TK-10 96[7.5 µM].
`COc1ccc(Cl)cc1C(C)=O` gave A498 99, SN12C 112, RXF 393 123, ACHN 110, DU-145 104, UO-31 89, 786-0 95 and TK-10 95.
O=C(/C=C/c1ccc(O)c(O)c1)NC(Cc1ccccc1)C(=O)C(=O)NCc1ccccc1 (stereo not given) was read as A498 86, SN12C 93, CAKI-1 92, RXF 393 104, ACHN 107, DU-145 104, UO-31 90, 786-0 103 and TK-10 116.
`CCCCOc1nc2ccc(Cl)cc2cc1/C=C/C(=O)/C=C/c1ccc(OC)cc1` gave A498 101, SN12C 93, CAKI-1 99, RXF 393 119, ACHN 105, DU-145 94, UO-31 84 and 786-0 110.
For O=C(O)c1cn(C2CC2)c2cc(N3CCN(CN4C(=O)C=CC4=O)CC3)c(F)cc2c1=O the results were SN12C 106, CAKI-1 97, RXF 393 107, ACHN 107, DU-145 111, UO-31 88, 786-0 100 and TK-10 101.
`Cn1c(=O)c2c(nc(Br)n2CC(=O)N2CCc3ccccc32)n(C)c1=O` gave A498 40, SN12C 94, CAKI-1 87, RXF 393 81, ACHN 93, DU-145 105, UO-31 81, 786-0 97 and TK-10 127.
Cc1ccc(C)c(I)c1 was read as A498 94, SN12C 102, CAKI-1 105, RXF 393 111, ACHN 107, DU-145 105, UO-31 88, 786-0 98 and TK-10 89.
For COc1cc(-c2nc3occn3c2-c2ccnc(NCCCNS(=O)(=O)c3ccccc3)n2)ccc1F the results were A498 57, SN12C 44, CAKI-1 30, RXF 393 49, ACHN 37, DU-145 52, UO-31 12, 786-0 64 and TK-10 50.

Structures shown so far with fluorine, in the order listed:
For O=C(O)c1cn(C2CC2)c2cc(N3CCN(CN4C(=O)C=CC4=O)CC3)c(F)cc2c1=O the results were SN12C 106, CAKI-1 97, RXF 393 107, ACHN 107, DU-145 111, UO-31 88, 786-0 100 and TK-10 101.
For COc1cc(-c2nc3occn3c2-c2ccnc(NCCCNS(=O)(=O)c3ccccc3)n2)ccc1F the results were A498 57, SN12C 44, CAKI-1 30, RXF 393 49, ACHN 37, DU-145 52, UO-31 12, 786-0 64 and TK-10 50.

Additional structures follow.
For COc1ccc(/C=C/c2nc(Nc3ccc(NC(=O)Nc4ccc(Cl)cc4)cc3)c3ccccc3n2)cc1 the results were SN12C 106, CAKI-1 97, RXF 393 100, ACHN 101, DU-145 104, UO-31 79, 786-0 100 and TK-10 113.
Oc1ccc(O)c(-[n+]2ccccc2)c1 was read as A498 108, SN12C 98, RXF 393 106, ACHN 107, DU-145 108, UO-31 94, 786-0 95 and TK-10 100.
For C/C(=N\NC(=O)c1cc(O)c(O)c(O)c1)c1cccnc1 the results were A498 98, SN12C 101, CAKI-1 99, RXF 393 115, ACHN 106, DU-145 104, UO-31 76, 786-0 103 and TK-10 111.
Screening CN(C)C1CCCC/C=C\C(=O)NC1 (stereo not given) returned A498 116, SN12C 108, CAKI-1 97, RXF 393 102, ACHN 109, DU-145 145, UO-31 91, 786-0 111 and TK-10 122.
CS(=O)(=O)c1nccc(-c2c(-c3cccc(OCc4ccccc4)c3)nc3sccn23)n1 was read as A498 72, SN12C 76, CAKI-1 44, RXF 393 91, ACHN 96, DU-145 -60*, UO-31 3.7* and 786-0 86.
For O=C(O)c1ccc(=O)[nH]n1 the results were A498 105, SN12C 94, CAKI-1 109, RXF 393 122, ACHN 99, DU-145 135, UO-31 88, 786-0 116 and TK-10 117.
S=c1[nH]nc(-c2cc3ccc2CCc2ccc(cc2)CC3)n1-c1ccccc1 was read as A498 90, SN12C 91, CAKI-1 87, RXF 393 129, ACHN 100, DU-145 101, UO-31 93 and TK-10 -61*.
N=C1NC(=O)C(Cn2cnc3ccccc32)S1 (stereo not given) was read as A498 95, SN12C 101, CAKI-1 100, RXF 393 112, ACHN 104, DU-145 112, UO-31 89, 786-0 101 and TK-10 114.
For COc1cc2nc(-c3ccc(NC(=O)/C=C/c4ccc(C(F)(F)F)cc4)cc3)sc2c(OC)c1OC the results were A498 106, SN12C 100, CAKI-1 100, RXF 393 97, ACHN 109, DU-145 115, UO-31 83, 786-0 100 and TK-10 108.
Cc1ccc(/C=C2\Oc3cc(OCC(=O)c4ccc(Cl)cc4)ccc3C2=O)cc1 was read as A498 113, SN12C 116, CAKI-1 101, RXF 393 99, ACHN 95, DU-145 112, UO-31 74, 786-0 107 and TK-10 130.
`CCC(C#N)(CC)CC` gave A498 110, SN12C 103, CAKI-1 100, RXF 393 110, ACHN 102, DU-145 111, UO-31 84, 786-0 111 and TK-10 107.
Cn1c(=S)c2[nH]c(SCC3CCCO3)nc2n(C)c1=O (stereo not given) was read as A498 129, SN12C 101, RXF 393 125, ACHN 107, DU-145 125, UO-31 81, 786-0 103 and TK-10 116.

For reference, 2 of the compounds above.
`CCC(C#N)(CC)CC` gave A498 110, SN12C 103, CAKI-1 100, RXF 393 110, ACHN 102, DU-145 111, UO-31 84, 786-0 111 and TK-10 107.
Cn1c(=S)c2[nH]c(SCC3CCCO3)nc2n(C)c1=O (stereo not given) was read as A498 129, SN12C 101, RXF 393 125, ACHN 107, DU-145 125, UO-31 81, 786-0 103 and TK-10 116.

The results go on.
`NC(Cc1cc(I)c(O)c(I)c1)C(=O)O` (stereo not given) gave A498 131&122, SN12C 99&86, CAKI-1 59&97, RXF 393 123&116, ACHN 100&95, DU-145 117&106, UO-31 108&87, 786-0 99&105 and TK-10 85&99.
`COC(=O)C1(O)NC(=C(C#N)C#N)C(C#N)=C1C(=O)c1cccc([N+](=O)[O-])c1` (stereo not given) gave A498 96, SN12C 103, RXF 393 113, ACHN 96, DU-145 107, UO-31 81, 786-0 100 and TK-10 120.
For CC(C)(C)c1nc2c(s1)c1nc(N)ncc1c1ccc(NS(=O)(=O)c3c(F)cccc3F)c(F)c12 the results were A498 -3.0*, SN12C 59, RXF 393 14, ACHN 23, DU-145 50, UO-31 29, 786-0 66 and TK-10 64.
Screening Oc1ccc(Cl)cc1/C=N/Nc1nc2ccccc2s1 returned A498 97, SN12C 68, RXF 393 90, ACHN 67, DU-145 71, UO-31 45, 786-0 96 and TK-10 94.
For NS(=O)(=O)c1cc(Br)c2c(c1)S(=O)(=O)NCN2 the results were A498 115, SN12C 104, CAKI-1 95, RXF 393 174, ACHN 111, DU-145 108, UO-31 97, 786-0 106 and TK-10 110.
For COc1ccc(Oc2nc3n(c(=O)c2C#N)-c2ccccc2Sc2ccccc2-3)cc1 the results were A498 119, SN12C 96, CAKI-1 80, RXF 393 106, ACHN 85, DU-145 113, UO-31 61, 786-0 96 and TK-10 120.
For CSc1nc2c(c(=O)[nH]1)C(c1ccc(C)cc1)C1=C(N2)/C(=C/c2ccc(C)cc2)CN(C)C1 (stereo not given) the results were A498 77, SN12C 98, CAKI-1 88, RXF 393 102, ACHN 93, DU-145 115, UO-31 70 and 786-0 104.
For O=c1c2sc3ncccc3c2n2nnc(-c3ccccc3)c2n1CCCCl the results were A498 128, SN12C 91, CAKI-1 103, RXF 393 95, ACHN 96, DU-145 110, UO-31 56, 786-0 104 and TK-10 107.
For COC(=O)[C@]12CC[C@@H](C)[C@H](C)[C@@H]1C1=CC[C@@H]3[C@@]4(C)C=C(O)C(O)=C(C)C4=C(O)C[C@@]3(C)[C@]1(C)CC2 the results were A498 91, SN12C 72, CAKI-1 74, RXF 393 63, ACHN 67, DU-145 90, UO-31 60, 786-0 95 and TK-10 89.
COc1ccc(C(=O)N/N=C/c2cc(C(F)(F)F)ccc2Cl)cc1 was read as A498 67, SN12C 94, CAKI-1 89, RXF 393 75, ACHN 108, DU-145 105, UO-31 89, 786-0 104 and TK-10 107.
Screening O=C(Nc1c(Cl)cccc1Cl)OCc1ccco1 returned A498 101, SN12C 89, CAKI-1 84, RXF 393 96, ACHN 91, DU-145 101, UO-31 94, 786-0 112 and TK-10 114.
`COc1ccc(C(=O)Cn2c(=O)cc(C#N)c3ccc4cccnc4c32)cc1` gave A498 82, SN12C 94, CAKI-1 90, RXF 393 103, ACHN 102, DU-145 101, UO-31 87, 786-0 95 and TK-10 109.
CCOC(=O)c1ccc(NC(N)=O)cc1 was read as A498 78, SN12C 99, CAKI-1 55, RXF 393 85, ACHN 87, DU-145 100, UO-31 86, 786-0 94 and TK-10 93.
CCNc1ccc(S(=O)(=O)O)cc1C(=O)O was read as A498 102, SN12C 98, CAKI-1 97, RXF 393 104, ACHN 102, DU-145 113, UO-31 79, 786-0 100 and TK-10 101.
`CN(CC(=O)Nc1nc2ccccc2[nH]1)S(=O)(=O)c1ccc(Cl)cc1` gave A498 92, SN12C 94, CAKI-1 90, RXF 393 122, ACHN 84, DU-145 90, UO-31 29, 786-0 92 and TK-10 118.
`O=S(=O)(Cc1ccc(Cl)cc1)Oc1ccc(Cl)cc1` gave A498 102, SN12C 97, CAKI-1 93, RXF 393 114, ACHN 112, DU-145 119, UO-31 80, 786-0 90 and TK-10 104.
For CCCC(C)C(O)C(C)C (stereo not given) the results were A498 78, SN12C 102, CAKI-1 97, RXF 393 113, ACHN 105, DU-145 106, UO-31 95, 786-0 100 and TK-10 99.
`COc1ccc(C2CC(c3ccc(Nc4nc(NCCO)nc(N5CCOCC5)n4)cc3)=NN2c2cc(Cl)cc(Cl)c2)cc1` (stereo not given) gave A498 99, SN12C 84, CAKI-1 82, RXF 393 99, ACHN 69, DU-145 86, UO-31 83, 786-0 76 and TK-10 117.
`CC/C(=C(/c1ccc(Cl)cc1)c1ccc(OCCN(C)C)cc1)c1ccc(Cl)cc1` gave A498 59, SN12C 81, CAKI-1 60, RXF 393 68, ACHN 84, DU-145 78, UO-31 64, 786-0 66 and TK-10 78.
Screening CC1=NN(c2cccc(Cl)c2)C(=O)/C1=C\c1coc2ccccc2c1=O returned A498 114, SN12C 100, CAKI-1 97, RXF 393 97, ACHN 96, DU-145 115, UO-31 82 and 786-0 77.
`COc1ccc(N2C(=O)CSC2=S)cc1` gave A498 104, SN12C 107, CAKI-1 105, ACHN 102, DU-145 104, UO-31 88, 786-0 104 and TK-10 111.
Cc1ccc(-c2nc(SCC(=O)c3ccc(C#N)cc3)[nH]c(=O)c2C#N)cc1 was read as A498 105, SN12C 108, CAKI-1 93, RXF 393 117, ACHN 96, DU-145 102, UO-31 77, 786-0 96 and TK-10 100.
Screening CNc1ncnc2c1ncn2C returned A498 102, SN12C 105, CAKI-1 103, RXF 393 89, ACHN 115, DU-145 106, UO-31 84, 786-0 108 and TK-10 95.
For CC(C)(C)C(=O)CCCCCCCC/C=C/CCCC(O)c1ccco1 (stereo not given) the results were A498 109, SN12C 110, CAKI-1 110, RXF 393 100, ACHN 120, DU-145 102, UO-31 98, 786-0 94 and TK-10 105.

Grouped by structure: the entries above containing a furan ring, fused or not (2)
Screening O=C(Nc1c(Cl)cccc1Cl)OCc1ccco1 returned A498 101, SN12C 89, CAKI-1 84, RXF 393 96, ACHN 91, DU-145 101, UO-31 94, 786-0 112 and TK-10 114.
For CC(C)(C)C(=O)CCCCCCCC/C=C/CCCC(O)c1ccco1 (stereo not given) the results were A498 109, SN12C 110, CAKI-1 110, RXF 393 100, ACHN 120, DU-145 102, UO-31 98, 786-0 94 and TK-10 105.

Carrying on.
`N#Cc1c(NC(=O)c2cccs2)[n+]([O-])c2ccc(Cl)cc2[n+]1[O-]` gave A498 41, SN12C 100, CAKI-1 73, RXF 393 127, ACHN 99, DU-145 121, UO-31 99, 786-0 107 and TK-10 118.
For COc1ccc2nc(NC(=O)Cc3ccc4c(c3)OCCO4)sc2c1 the results were A498 90, SN12C 170, CAKI-1 115, RXF 393 90, ACHN 111, DU-145 112, UO-31 86, 786-0 95 and TK-10 94.
For COc1cccc(CN2CCN(N=O)CC2)c1 the results were A498 103, SN12C 97, CAKI-1 87, ACHN 97, DU-145 112, UO-31 88, 786-0 101 and TK-10 98.
For c1ccc(C(CC2CCCCC2)c2cc3ccccc3s2)cc1 (stereo not given) the results were A498 130, SN12C 103, CAKI-1 95, RXF 393 112, ACHN 105, DU-145 103, UO-31 93, 786-0 100 and TK-10 97.
O=C1Nc2ccccc2/C1=N/N1C(=O)CN(C2CCCCC2)C1=O was read as A498 85, SN12C 102, CAKI-1 84, RXF 393 97, ACHN 96, DU-145 114, UO-31 90, 786-0 101 and TK-10 101.
